Bioassay records: PubChem BioAssay, National Center for Advancing Translational Sciences (NCATS)
Sm TGR block: S. mansoni TGR enzyme inhibition; Q962Y6; purified TGR, DTNB reduction, TNB absorbance 405 nm; Potency, µM (titrated, usually from 114 µM), without a hit: at the highest dose activity change, negative = inhibition, hits mostly inhibitors; 3% of 360,000 active; AID 485364; also: potency is read from the fitted curve at half-maximal effect; nearly all actives have a fitted effect of over 60% in size
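TGR 20 nM + NADPH 100 uM (dispensed conc.), cpd preinc 15 min RT; start with NADPH (500 uM addition) then DTNB (15 mM addition). Kinetic TNB absorbance, 405 nm filter. Four-parameter Hill fit across titration.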
HCMV antiviral: blocks human cytomegalovirus replication. 4.5% of 410,000 active. activity change, negative = inhibition, % at 57.5 µM. HFF cells, HCMV-luciferase reporter, 72 h; active compounds read low; in the data active = activity change below about -60%; inconclusive = no clear call, values can overlap the other calls; inactive = above about -39%
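Steps: HFFs plated, 16 h 37C; compounds added; HCMV-luciferase added to MOI 1 PFU/cell; 72 h 37C; OneGlo reagent, 5 min room temperature; luminescence read, normalized to controls.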
LmPK inhibitor: LmPK (Leishmania mexicana) enzyme inhibition; Q27686; purified LmPK, Kinase-Glo ATP luminescence, 1 h; Potency, µM (doses to about 57.5 µM), for inactives: at the highest dose activity change, negative = inhibition, usual class: inhibitors; 0.37% of 290,000 active; AID 1721; also: potency is read from the fitted curve at half-maximal effect
Target sequence (Q27686 whole entry, looked up): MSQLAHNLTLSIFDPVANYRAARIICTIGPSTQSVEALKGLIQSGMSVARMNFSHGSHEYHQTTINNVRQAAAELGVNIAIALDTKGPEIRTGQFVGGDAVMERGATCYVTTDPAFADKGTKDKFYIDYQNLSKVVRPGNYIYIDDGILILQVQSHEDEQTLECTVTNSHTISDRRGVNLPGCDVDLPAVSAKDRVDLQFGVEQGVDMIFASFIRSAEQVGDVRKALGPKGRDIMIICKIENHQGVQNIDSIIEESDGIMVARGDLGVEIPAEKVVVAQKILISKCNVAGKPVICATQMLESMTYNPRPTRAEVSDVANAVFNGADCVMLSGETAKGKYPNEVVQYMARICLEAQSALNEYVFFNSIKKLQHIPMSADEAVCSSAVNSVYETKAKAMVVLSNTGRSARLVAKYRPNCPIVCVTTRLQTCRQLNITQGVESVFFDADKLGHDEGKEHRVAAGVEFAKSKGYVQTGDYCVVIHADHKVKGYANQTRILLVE
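Pyruvate kinase activity monitored as ATP production (luciferase luminescence). Conditions: 0.1 nM enzyme, 0.5 mM PEP, 0.1 mM ADP, 1 h, RT; normalized against uninhibited and no-enzyme wells.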
AmpC inh no detg: inhibitors of E. coli AmpC beta-lactamase without detergent | AmpC nitrocefin hydrolysis, absorbance 480 nm, 0.0001% Triton | Potency, µM (top dose mostly 57.1 µM), for the others: top-dose activity change, negative = inhibition, actives largely listed as inhibitors | AID 485341 | P00811 | 0.52% of 330,000 active;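 also: potency is read from the fitted curve at half-maximal effect; plate controls were no compound for no effect and no enzyme for full effect; nearly all actives have a fitted effect of over 20% in size; some results filed as inactive show a strong effect at the top dose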
Target sequence (P00811 whole entry, looked up): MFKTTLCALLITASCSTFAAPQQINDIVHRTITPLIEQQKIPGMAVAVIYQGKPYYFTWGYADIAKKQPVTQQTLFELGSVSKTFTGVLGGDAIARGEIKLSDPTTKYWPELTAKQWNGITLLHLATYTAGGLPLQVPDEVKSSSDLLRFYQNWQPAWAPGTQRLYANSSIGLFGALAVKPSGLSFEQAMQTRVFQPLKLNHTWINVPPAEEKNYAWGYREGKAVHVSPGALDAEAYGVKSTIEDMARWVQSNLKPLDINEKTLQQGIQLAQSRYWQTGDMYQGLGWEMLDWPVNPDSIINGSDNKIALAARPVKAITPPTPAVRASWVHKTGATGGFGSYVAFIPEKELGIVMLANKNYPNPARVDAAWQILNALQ
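20 mM phosphate pH 7.0 + 0.01% (detergent screen) or 0.0001% Triton X-100; 5.3 nM AmpC reagent; cpd preinc 15 min RT; nitrocefin (800 uM stock) to start; A480 q20 s × 4 min; Activity was normalised to no-enzyme and no-compound control wells.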
AmpC inh detg: AmpC beta-lactamase inhibition with detergent present; Potency, µM (highest dose often 114 µM), without a hit: top-dose activity change, negative = inhibition, usual class: inhibitors; P00811; AmpC hydrolysis of nitrocefin, absorbance 480 nm, 0.01% Triton; 0.041% of 370,000 active;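 also: potency is read from the fitted curve at half-maximal effect; 0% = no-compound wells and -100% = no-enzyme wells; nearly all actives have a fitted effect of over 25% in size; some results filed as inactive show a strong effect at the top dose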
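AmpC (5.3 nM in the dispensed reagent) in 20 mM phosphate pH 7.0 with 0.01% (detergent screen) or 0.0001% Triton X-100 was preincubated with compounds for 15 min at room temperature. Nitrocefin was then added from an 800 uM solution, and hydrolysis was followed at 480 nm.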
AMA1-RON2 inh: inhibitors of Plasmodium falciparum AMA1-RON2 interaction. AlphaScreen AMA1-biotinylated RON2 peptide binding. Potency, µM (series often up to 58.2 µM), for inactives: at the highest dose activity change, negative = inhibition, hits mostly inhibitors. 0.2% of 360,000 active;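 also: potency is read from the fitted curve at half-maximal effect; 0% = vehicle wells and -100% = peptide control; nearly all actives have a fitted effect of over 45% in size; some results filed as inactive show a strong effect at the top dose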
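AMA1 (3D7) with his tag at 25 nM final met compounds first, then biotinylated RON2 peptide at 25 nM; detection used donor plus acceptor beads, 10 µg/mL apiece, read by AlphaScreen after 30 min at room temperature.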
Tb PYK inh: blocks Trypanosoma brucei pyruvate kinase; 0.12% of 410,000 active; AID 624173; Potency, µM (doses to about 76.8 µM), for inactives: top-dose activity, negative = inhibition, most hits filed as inhibitors; TbPYK enzyme, Kinase-Glo Plus ATP luminescence, 45 min; Q57TT1; also: potency is read from the fitted curve at half-maximal effect; nearly all actives have a fitted effect of over 50% in size
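Quantitative HTS: titrated library compounds versus trypanosomal pyruvate kinase in TEA buffer (pH 7.2) containing KCl, MgCl2, BSA and Tween-20. Reactions were initiated with ADP, 130 uM final. Kinase-Glo Plus luminescence was read after 45 min at RT.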
The depositor's hits bear a star; ? = inconclusive; · = no result given; [ ] = another dose, or the depositor's remark. Unless noted, calls follow the shape of the dose curve; as a rule, active = well fitted curve in the direction sought with a large enough effect; inconclusive = small, poorly fitted or top-dose-only effect, or another doubt; inactive = no such curve, though single readings can be large; an effect the other way counts as inactive or inconclusive. Unless noted, % is scaled to controls: 0 for no effect and ±100 for the full control effect.

The line under a structure holds: LmPK inhibitor, AmpC inh detg, Sm TGR block, AMA1-RON2 inh, AmpC inh no detg, Tb PYK inh, HCMV antiviral
COc1ccc(Cl)cc1Cn1c(C)c(C(=O)NCc2ccc3c(c2)OCCO3)sc1=O
 : ·, ·, ·, -3.1%, ·, -0.1%, -71.9*
Cc1cccc(NC(=O)CSCC(=O)NCc2ccco2)c1
 : 2.5%, 6.4%, -2.1%, -12.2%, -11.5%, 0.9%, ·
COc1cccc(OC)c1C(=O)Nc1nc(-c2ccccc2)cs1
 : 6.5%, 5.1%, 0.9%, -0.4%, -12.6%, -6.0%, -30.5
Cc1c(NS(=O)(=O)c2cccc(C(=O)NCc3ccco3)c2)c(=O)n(-c2ccccc2)n1C
 : ·, ·, ·, -7.9%[11.6 µM], ·, -3.0%, -8.1
O=C(CSc1ccc(-c2cccnc2)nn1)N1CCCc2ccccc21
 : 1.2%, 8.2%, 0.5%, ·, -12.1%, ·, ?
CCOc1ccc(C(=O)Nc2ccc3c(c2)CCCN3S(=O)(=O)c2ccc(C)cc2)cc1
 : ·, 10.3%, 2.5%, ·, ·, -7.5%, ?
O=C(CC(=O)NCc1ccc(Cl)cc1)NCc1ccc(Cl)cc1
 : 1.6%, -12.4%, -2.2%, 3.6%, -12.5%, -6.6%, 11.5
CS(=O)(=O)N1Cc2ccccc2CC1C(=O)OCC(=O)NCCc1ccc(S(N)(=O)=O)cc1 (stereo not given)
 : ·, ·, ·, -7.2%, -14.0%, 3.6%, -28.0
COc1ccccc1OCCOc1ccc(/C=C2/C(=N)N3OC(C)=CC3=NC2=O)cc1OC
 : 0.5%, 1.0%, -11.7%, 1.1%, -3.1%, 1.2%, -4.9
Clc1ccc(OCc2nnc(SCCN3CCCCC3)n2Cc2ccco2)cc1
 : 2.0%, ?, 25.1µM*, -10.3%, 70.7%[activator], -1.7%, -0.5
Cc1[nH]n(S(=O)(=O)c2ccccc2)c(=O)c1N=Nc1cccc(Cl)c1
 : 0.9%, -10.9%, -0.8%, -5.7%, -51.0%, -1.5%, -19.2
CCOc1ccccc1N(CC(=O)Nc1ccc(OC)cc1OC)S(=O)(=O)c1ccccc1
 : -4.1%, -21.1%, 8.2%, 0.0%, 6.9%, 6.4%, ?
COc1ccc(C2C(C(=O)N3CCN(C)CC3)c3cc(OC)c(OC)cc3C(=O)N2C)cc1 (stereo not given)
 : 1.4%, -0.1%, 6.6%, 18.2%, 7.6%, -3.8%, 5.3
Cc1cc(C)nc(NC(=S)NC(=O)c2ccccc2F)n1
 : ·, ·, ·, 51.8%[activator], ·, -0.2%, 14.2
O=C1c2cccc3c(N4CCCCC4)ccc(c23)C(=O)N1CCO
 : -0.4%, 4.2%, 3.7%, -17.5%, 21.9%, -1.2%, 17.3

A draw from above in order of length of the SMILES, rising.
The line under a structure holds: LmPK inhibitor, AmpC inh detg, Sm TGR block, AMA1-RON2 inh, AmpC inh no detg, Tb PYK inh, HCMV antiviral
Cc1cccc(NC(=O)CSCC(=O)NCc2ccco2)c1
 : 2.5%, 6.4%, -2.1%, -12.2%, -11.5%, 0.9%, ·
Clc1ccc(OCc2nnc(SCCN3CCCCC3)n2Cc2ccco2)cc1
 : 2.0%, ?, 25.1µM*, -10.3%, 70.7%[activator], -1.7%, -0.5
COc1ccc(C2C(C(=O)N3CCN(C)CC3)c3cc(OC)c(OC)cc3C(=O)N2C)cc1 (stereo not given)
 : 1.4%, -0.1%, 6.6%, 18.2%, 7.6%, -3.8%, 5.3

Remaining list, next part.
The line under a structure holds: LmPK inhibitor, AmpC inh detg, Sm TGR block, AMA1-RON2 inh, AmpC inh no detg, Tb PYK inh, HCMV antiviral
COc1ccc(/C=N/NC(=O)c2ccc(CN3C(=O)c4cccc5cccc3c45)cc2)cc1O
 : 14.5%, 7.8%, 1.1%, 35.8%[activator], -25.2%, -2.7%, -25.7
Cc1nn(Cc2ccc(F)cc2)c(C)c1NC(=O)c1cc(-c2ccco2)on1
 : 0.8%, -3.1%, -25.6%, 0.0%, -12.1%, -21.1%, 13.8
C=CCNc1nc(Nc2ccc(-c3nc4ccccc4o3)cc2)nc(N2CCOCC2)n1
 : 0.6%, 4.1%, -7.7%, 6.6%, 48.8%, 2.9%, -7.2
CCCNC(=O)c1onc(CSc2ccc(F)cc2)c1C(=O)NC(C)C
 : ·, -1.9%, -1.3%, 8.1%, -2.8%, 1.0%, -14.5
CCOc1ccc(OCC)c(NC(=O)c2ccc(CNc3c(N4CCOCC4)c(=O)c3=O)cc2)c1
 : 3.0%, ?, -3.6%, -8.0%, 34.7%, -2.4%, -15.7
Cc1ccc(-c2cnc(NCc3ccc(C(F)(F)F)cc3)n2C)cc1
 : ·, 1.3%, -3.5%, ·, ·, 20.4%, ?
CCOc1ccc(/C=C/c2nc(C#N)c(NCCc3ccccc3)o2)cc1
 : ·, 12.9%, 3.6%, ·, ·, -2.9%, -3.3
Cc1nnc(SCC(=O)NNC(=O)CC#N)[nH]c1=O
 : 3.5%, -11.5%, -6.5%, -0.4%[2.32 µM], -2.6%, -0.6%, -38.6
CCOc1ccccc1NC(=O)C(C)CC (stereo not given)
 : -1.8%, 0.2%, 32.4%, -2.3%, 5.5%, 5.9%, -25.9
COC(=O)c1ccc(/C=C(\C#N)c2ccccn2)cc1
 : -18.6%, 6.8%, -0.3%, 6.7%, -16.6%, 10.1%, -26.0
CCN(CC(=O)Nc1ccccc1OC)C(=O)CCOc1ccc(C(C)(C)C)cc1
 : ·, ?, 3.4%, -0.2%, 188.2%[activator], -2.6%, -12.2
Cn1nc(C(F)(F)F)c(/C=N/OC(=O)c2ccc(Cl)cc2)c1Cl
 : -4.6%, -1.4%, 10.6%, 9.1%, -4.6%, 1.8%, -8.2
CC(C)(C)c1ccc(C(=O)N2CCC2(C)C(=O)Nc2cccc3ccccc23)cc1 (stereo not given)
 : ·, ·, ·, -8.7%, ·, 0.2%, -2.8
Cc1ccc(S(=O)(=O)NCc2ccccc2)s1
 : -5.1%, 2.0%, 4.8%, -2.2%, -11.6%, 1.3%, -2.1
CC(C)CC(=O)NC(=S)Nc1ccccc1C(F)(F)F
 : -2.2%, -10.3%, -23.7%, 17.8%, -24.6%, -2.1%, 49.8
Cc1cc(NC(=O)CCC(=O)N(Cc2cccs2)C(C(=O)NC2CCCC2)c2ccncc2)no1 (stereo not given)
 : -4.8%, -11.0%, -25.0%, 0.0%, -9.6%, 2.1%, 66.9
COc1cc(Cl)c(C)cc1N1C(=O)CN(Cc2ccccc2)C1=S
 : -2.0%, -16.2%, 6.7%, -1.7%, -4.0%, -15.5%, -12.5
COc1ccc(CNC(=O)Cn2ccc3cc(S(=O)(=O)N4CCCCC4)ccc32)c(OC)c1
 : ·, 2.0%, -5.4%, ·, ·, -4.1%, 6.5
CCOc1ccc(C2CC(c3cccc(OC)c3OC)n3nnnc3N2)cc1Cl (stereo not given)
 : 8.5%, 5.5%, 10.1%, 1.2%, 67.6%[activator], 4.5%, 0.6
O=C(COC(=O)COc1ccc(Cl)cc1Br)NCc1cccs1
 : 10.4%, -5.5%, 14.2%, 0.7%, -11.1%, 4.8%, -24.6
CCn1c(SCC(=O)N2c3ccccc3Sc3ccccc32)nnc1-c1ccco1
 : 1.3%, ?, 14.1µM*, -9.6%, 53.5%, -13.7%, -4.3
CC(C)Cn1nc(C(=O)N2CCc3ccccc32)c2ccccc2c1=O
 : ·, -14.9%, -1.5%, -14.2%, 50.8%, 6.0%, -17.1
COc1cccc(CNC(=O)c2cnc(N3CCCCC3)c3ccccc23)c1
 : ·, 6.8%, -1.8%, ·, ·, 0.1%, 23.3
COc1ccc(NC(=O)NC2(C(=O)N3CCCC3)CCCCC2)cc1
 : -2.5%, -8.8%, -14.5%, -1.0%, -5.2%, 3.3%, -30.7
CC(=O)c1ccc(NC(=O)c2cc(-c3ccc(C)s3)nc3ccccc23)cc1
 : ·, 15.6%, -0.5%, ·, ·, 1.6%, 22.6
Cc1ccc(S(=O)(=O)N2CCOCC2)cc1C(=O)NC(=S)N1CC(C)CC(C)C1 (stereo not given)
 : 0.5%, -0.4%, 0.1%, 75.8%[activator], 31.5%, 2.0%, -31.8
OC[C@@H]1CN(Cc2ccc(Cl)cc2)C[C@H](n2cnc3c(NCc4ccco4)ncnc32)O1
 : ·, ·, ·, -2.1%, ·, -4.5%, -14.8
O=C(COc1ccc(Cl)cc1)NCCNC(=O)c1cnccn1
 : -0.1%, -6.9%, -2.9%, -3.6%, -12.2%, -2.6%, -15.4
Nc1cc(C(=O)OCC(=O)NCCC2=CCCCC2)ccc1Cl
 : ·, ·, ·, 0.0%, -1.7%, -6.0%, -1.8
Cc1nc(N2CCC(C)CC2)c2c(C)c(C(=O)Nc3cccc(C(F)(F)F)c3)sc2n1
 : -1.4%, 9.1%, 12.6%, -11.4%, -18.6%, 0.2%, 10.7
Cc1ccc(NC(=O)COC(=O)CN2C(=O)NC3(CCCC3)C2=O)cc1Cl
 : ·, -4.0%, -2.1%, 1.3%, 1.2%, 3.0%, 31.7
CCOC(=O)C1=C(C)Nc2ncnn2C1c1cccs1 (stereo not given)
 : -0.3%, ?, 5.8%, 0.0%, -14.2%, 0.9%, 62.5
O=C1c2cccnc2C(Nc2cccc(F)c2)N1Cc1ccco1 (stereo not given)
 : 2.8%, -14.7%, 35.5µM*, -8.7%, -6.2%, 2.0%, 55.0
Cc1ccc(NC(=O)COC(=O)C2CC2)c(Br)c1
 : -1.6%, -9.6%, 5.9%, -9.9%, 0.6%, 1.4%, -31.1
Cc1ccc(-c2cc(C(=O)N3CCN(C(=O)c4ccco4)CC3)no2)cc1
 : -2.0%, -1.0%, 2.3%, -8.1%, 81.3%[activator], -0.3%, 30.6
CCOc1ccccc1C1c2[nH]c3ccccc3c2C[C@H]2C(=O)N(C3CCN(Cc4ccccc4)CC3)CC(=O)N12 (stereo not given in full)
 : 0.4%, -2.0%, 0.7%, -28.6%, 136.5%[activator], -4.6%, ?
O=C(COC(=O)c1cncc(Br)c1)NC1CCCC1
 : 4.6%, 7.4%, -3.6%, -11.0%, -22.4%, -9.2%, -16.5
Cc1ccc(C2C3CSCC=C3C(C#N)=C(N)C2(C#N)C#N)cc1 (stereo not given)
 : 2.1%, -0.2%, ?, 77.0%[activator], -29.8%, -10.4%, -34.0
CCCC(=O)Nc1nnc([C@H]2C[C@H](O)[C@@H](CO)O2)s1
 : ·, ·, ·, 23.0%, ·, -10.5%, -96.2*
